Assay outcomes as filed in PubChem BioAssay.
Gal4-VP16 FLuc: inhibits Gal4-VP16 luciferase reporter, ROR gamma counter-screen. Drosophila S2 Gal4-VP16 UAS-luciferase, luminescence, 20 h. 310,000 tested, 3.5% active. Potency, µM (titrated, usually from 53.6 µM), for the others: at the highest dose activity, negative = inhibition, usual class: inhibitors;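 also: Gal4-VP16 expression switched on by copper sulfate through the metallothionein promoter; potency is read from the fitted curve at half-maximal effect; % is scaled to controls: 0 for no effect and ±100 for the full control effect; nearly all actives have a fitted effect of over 50% in size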
ELG1 DNA repair: ELG1-dependent DNA repair inhibition; HEK293T ELG1-luciferase reporter, luminescence, 16 h; DNA damage induced by 5-fluorouridine; Potency, µM (top dose mostly 46.1 µM), inactives show at the highest dose activity change, negative = inhibition, usual class: inhibitors; 330,000 tested, 2.3% active; AID 504467; also: potency is read from the fitted curve at half-maximal effect; % is scaled to controls: 0 for no effect and ±100 for the full control effect; nearly all actives have a fitted effect of over 55% in size
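Reporter activity after DNA damage by 5-fluorouridine is monitored. Compound-treated cells incubate 16 hr at 37 °C, then ONE-Glo is added for 30 min before luminescence reading.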
TRPV1 ag: agonists of human vanilloid receptor 1 (TRPV1) | activation, % at 8.33 µM | TRPV1-expressing cells, Fluo-8 calcium influx, agonist mode | AID 540275 | 320,000 tested, 0.19% active; in the data active = activation above about 80%; inconclusive = between about 30% and that limit; also: 0% is about no effect
Target sequence (Q8NER1 whole entry, looked up): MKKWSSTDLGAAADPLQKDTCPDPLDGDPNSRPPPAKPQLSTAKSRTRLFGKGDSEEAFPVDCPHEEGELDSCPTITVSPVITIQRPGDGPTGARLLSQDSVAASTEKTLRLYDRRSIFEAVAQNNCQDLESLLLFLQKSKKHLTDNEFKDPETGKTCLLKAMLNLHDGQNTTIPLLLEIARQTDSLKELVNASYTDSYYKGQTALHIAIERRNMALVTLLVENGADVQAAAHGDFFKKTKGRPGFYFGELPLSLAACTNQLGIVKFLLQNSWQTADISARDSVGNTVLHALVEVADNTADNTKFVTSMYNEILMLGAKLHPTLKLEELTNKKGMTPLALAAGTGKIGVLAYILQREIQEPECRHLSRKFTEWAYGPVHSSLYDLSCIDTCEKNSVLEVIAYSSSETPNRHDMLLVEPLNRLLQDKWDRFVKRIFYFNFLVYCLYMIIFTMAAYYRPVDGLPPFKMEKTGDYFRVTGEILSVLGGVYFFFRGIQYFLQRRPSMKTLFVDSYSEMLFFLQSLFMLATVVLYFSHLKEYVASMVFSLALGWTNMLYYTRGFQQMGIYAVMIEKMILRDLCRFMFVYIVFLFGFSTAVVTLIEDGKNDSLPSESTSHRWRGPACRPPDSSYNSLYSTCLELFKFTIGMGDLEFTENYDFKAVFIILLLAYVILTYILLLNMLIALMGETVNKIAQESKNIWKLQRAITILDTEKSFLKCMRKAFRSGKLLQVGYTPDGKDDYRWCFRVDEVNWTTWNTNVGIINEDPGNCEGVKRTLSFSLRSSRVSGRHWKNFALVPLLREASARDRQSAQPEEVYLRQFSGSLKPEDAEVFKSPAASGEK
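TRPV1-expressing cells were cultured overnight at 35.5C and loaded with Fluo-8 calcium dye for 40 to 90 min at room temperature. After a 10 s baseline, compound was added and calcium influx was read kinetically for 3 min (ex 480/em 520 nm).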
ELG1 genotox: genotoxicity induction in ELG1-luciferase HEK293T cells; HEK293T ELG1-luciferase reporter, luminescence, 16 h; Potency, µM (highest dose often 46 µM), for inactives: at the top dose activity change, positive = activation, most hits filed as activators; 330,000 tested, 1.3% active; AID 504466; also: potency is read from the fitted curve at half-maximal effect; % of control where 0% means no effect; nearly all actives have a fitted effect of over 60% in size
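Step 1: seed 2,000 HEK293T ELG1-luciferase cells per well. Step 2: add compound or DMSO, incubate 16 hr at 37 °C. Step 3: ONE-Glo, 30 min at room temperature, read luminescence.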
NPC1 promoter act: activates the NPC1 promoter | Huh7 NPC1 promoter luciferase reporter, 24 h | 320,000 tested, 2.4% active | AID 485313 | Potency, µM (series often up to 9.22 µM), without a hit: top-dose activation, actives largely listed as activators;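 also: potency is read from the fitted curve at half-maximal effect; % of control where 0% means no effect; nearly all actives have a fitted effect of over 60% in size; reporter is driven by a mutant NPC1 promoter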
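Huh7 reporter cells (NPC1 promoter driving luciferase) are dosed with compound for 24 h at 37 °C, 5% CO2; luciferase detection reagent is then added and luminescence measured after 10 min at ambient temperature.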
BRCA1 expr up: activators of BRCA1 expression | AID 624202 | Potency, µM (doses to about 46.1 µM), for the others: at the top dose activation, most hits filed as activators | 380,000 tested, 1.1% active | MCF7-BRCA1-FFLuc reporter, luminescence, 48 h; response scale: scaled: vehicle 0%, 10 µM genistein 100%; also: potency is read from the fitted curve at half-maximal effect; nearly all actives have a fitted effect of over 80% in size; some results filed as inactive show a strong effect at the top dose
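Compounds are tested at multiple concentrations on MCF7 BRCA1-luciferase reporter cells seeded at 2000 per well; after 48 h, a single luminescence end-point is taken and curves fitted to the normalized data.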
p53 reactivator: restores transcriptional activity of mutant p53; Potency, µM (doses to about 92.2 µM), without a hit: at the highest dose activity change, positive = activation, most hits filed as activators; 320,000 tested, 0.063% active; H1299 p53-A138V BP100-luciferase reporter, luminescence, 24 h; also: potency is read from the fitted curve at half-maximal effect; % of control where 0% means no effect; nearly all actives have a fitted effect of over 45% in size
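H1299 (p53-null), stable ts p53-A138V + BP100-Luc; 1000 cells/well, Opti-MEM/10% FBS; cpd 4 pt, 1:5; 24 h, 37 deg C, 5% CO2; detection reagent 10 min RT; luminescence.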
Tb PFK block: T. brucei PFK enzyme inhibition. T. brucei PFK, ADP-Glo luminescence. AID 485367. 330,000 tested, 0.17% active. O15648. Potency, µM (highest dose often 57.5 µM), inactives show at the top dose activity, negative = inhibition, usual class: inhibitors;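 also: potency is read from the fitted curve at half-maximal effect; 0% = uninhibited 1x PFK enzyme wells and -100% = no-enzyme wells; nearly all actives have a fitted effect of over 60% in size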
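Luminescent ADP detection (ADP-Glo, two-step: ATP depletion then ADP-to-ATP conversion for luciferase) reported PFK activity after 45 min room-temperature reaction of 1.25 nM enzyme with 0.5 mM F6P and 0.1 mM ATP at pH 8.0.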
FLuc modulator: firefly luciferase modulation, counter-screen for miR-21 project; purified FLuc, Km substrates, luminescence inhibition; Potency, µM (titrated, usually from 57.5 µM), without a hit: at the top dose activity change, negative = inhibition, most hits filed as inhibitors; 360,000 tested, 6.9% active;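 also: potency is read from the fitted curve at half-maximal effect; plate controls were vehicle for no effect and reference inhibitor for full effect; nearly all actives have a fitted effect of over 55% in size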
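Purified P. pyralis luciferase, 10 nM final, with Km-level 10 uM D-luciferin and 10 uM ATP in 50 mM Tris acetate pH 7.5, 10 mM Mg acetate, 0.01% Tween-20, 0.05% BSA; 6-point qHTS titration about 60 µM downward; luminescence read.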
Rab9 prom act: activators of Rab9 promoter | Huh7 Rab9 promoter-luciferase reporter, luminescence, 24 h | Potency, µM (top dose mostly 9.22 µM), inactives show at the highest dose activation, negative = inhibition, usual class: activators | 320,000 tested, 2.8% active | AID 485297; also: potency is read from the fitted curve at half-maximal effect; % of control where 0% means no effect; nearly all actives have a fitted effect of over 60% in size
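Huh7 reporter line, Rab9 promoter upstream of luciferase. Compound exposure 24 h at 37 °C in reduced-serum medium with 10% FBS. Read-out: luminescence.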
RORgamma inh: ROR gamma (mouse) transcription inhibition. P51450. Drosophila S2 Gal4-RORgamma UAS-luciferase reporter, 20 h. Potency, µM (series often up to 53.6 µM), inactives show at the highest dose activity change, negative = inhibition, actives largely listed as inhibitors. 310,000 tested, 5.4% active; also: potency is read from the fitted curve at half-maximal effect; % is scaled to controls: 0 for no effect and ±100 for the full control effect; nearly all actives have a fitted effect of over 60% in size
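In this cell-based reporter format, copper sulfate (700 uM final) drives Gal4–ROR gamma fusion expression from a metallothionein promoter in Drosophila Schneider cells; compounds preincubated 1 hr, reporter read after 20 hr at ambient temperature.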
* = called active by the depositor; & = joins results of further samples. Unless noted, calls follow the shape of the dose curve; as a rule, active = well fitted curve in the direction sought with a large enough effect; inconclusive = small, poorly fitted or top-dose-only effect, or another doubt; inactive = no such curve, though single readings can be large; an effect the other way counts as inactive or inconclusive. Outcome played no part in choosing rows; overall some 15% were active at least once.

Results for CCC(=O)Nc1cccc(C2=NOC3(C2)C[C@@H](C(N)=O)N(C(=O)c2cc([N+](=O)[O-])cc([N+](=O)[O-])c2)C3)c1 (stereo not given in full) ?
Gal4-VP16 FLuc: -2%; ELG1 DNA repair: 1%; TRPV1 ag: -5; ELG1 genotox: 2%; NPC1 promoter act: -3%; BRCA1 expr up: -3%; p53 reactivator: 2%; Tb PFK block: -4%; FLuc modulator: -2%; Rab9 prom act: -6%; RORgamma inh: 5%

How did N#Cc1ccc(CNc2cnccn2)cc1 do in these assays?
Gal4-VP16 FLuc: -3%; ELG1 DNA repair: 7%; TRPV1 ag: 3; ELG1 genotox: -1%; NPC1 promoter act: 0%; BRCA1 expr up: 1%; p53 reactivator: -4%; Tb PFK block: -16%; FLuc modulator: 3%; Rab9 prom act: 2%; RORgamma inh: 19%

Results for COC(=O)c1c(NC(=O)C2c3ccccc3Oc3ccccc32)sc(C)c1C ?
Gal4-VP16 FLuc: 0%; ELG1 DNA repair: 14%; TRPV1 ag: 8; ELG1 genotox: -6%; NPC1 promoter act: 1%; BRCA1 expr up: -18%; p53 reactivator: 3%; Tb PFK block: -3%; FLuc modulator: -8%; Rab9 prom act: -4%; RORgamma inh: 8%

Results for CCOC(=O)c1cnc2nc(C)[nH]n2c1=O ?
Gal4-VP16 FLuc: 8%; ELG1 DNA repair: 10%; TRPV1 ag: -1; ELG1 genotox: -2%; NPC1 promoter act: -2%; BRCA1 expr up: -4%; p53 reactivator: -5%; Tb PFK block: -3%; FLuc modulator: 0%; Rab9 prom act: 9%; RORgamma inh: 11%

What do the screens show for `CCOc1ccc(CCNC(=O)C2CCN(S(=O)(=O)c3ccc(C)cc3)CC2)cc1OCC`?
Gal4-VP16 FLuc: -14%; ELG1 DNA repair: inconclusive; TRPV1 ag: -3; ELG1 genotox: -11%; NPC1 promoter act: 1%; BRCA1 expr up: -11%; p53 reactivator: -1%; Tb PFK block: 0%; FLuc modulator: 5%; Rab9 prom act: 10%; RORgamma inh: 26%

Results for CC(=O)Nc1ccc(OCC(=O)c2ccc(C)cc2C)cc1 ?
Gal4-VP16 FLuc: -9%; ELG1 DNA repair: 4%; TRPV1 ag: 3; ELG1 genotox: 0%; NPC1 promoter act: 9%; BRCA1 expr up: 27%; p53 reactivator: -10%; Tb PFK block: -1%; FLuc modulator: inconclusive; Rab9 prom act: -4%; RORgamma inh: 7%

Results for Cc1ccccc1SCC(=O)Nc1cccc(C#N)c1 ?
Gal4-VP16 FLuc: 2%; ELG1 DNA repair: -6%; TRPV1 ag: 14; ELG1 genotox: 10%; NPC1 promoter act: 0%; BRCA1 expr up: 9%; p53 reactivator: 2%; Tb PFK block: -10%; FLuc modulator: -1%; Rab9 prom act: -2%; RORgamma inh: 16%

Results for COc1ccc(S(=O)(=O)NCC2CCCN(Cc3cccnc3)C2)cc1 (stereo not given) ?
Gal4-VP16 FLuc: -5%; ELG1 DNA repair: -3%; TRPV1 ag: 7; ELG1 genotox: -2%; NPC1 promoter act: -1%; BRCA1 expr up: 11%; p53 reactivator: -1%; Tb PFK block: -14%; FLuc modulator: -1%; Rab9 prom act: -10%; RORgamma inh: 17%

How did COc1ccccc1NC(=O)CSc1nc(N)c(C#N)cc1C#N do in these assays?
Gal4-VP16 FLuc: 1%; ELG1 DNA repair: 4%; TRPV1 ag: 3; ELG1 genotox: 0%; NPC1 promoter act: 2%; BRCA1 expr up: -8%; p53 reactivator: -1%; Tb PFK block: 0%; FLuc modulator: 5%; Rab9 prom act: 13%; RORgamma inh: 25%

What do the screens show for `COc1ccc(C)cc1S(=O)(=O)N(C)CC(N)=O`?
Gal4-VP16 FLuc: 0%; ELG1 DNA repair: 10%; TRPV1 ag: -2; ELG1 genotox: 0%; NPC1 promoter act: -1%; BRCA1 expr up: 4%; p53 reactivator: -2%; Tb PFK block: -12%; FLuc modulator: 1%; Rab9 prom act: -1%; RORgamma inh: 22%

Results for COc1ccc(-c2noc(C3CCCN(S(=O)(=O)c4cccc(Cl)c4C)C3)n2)cc1OC (stereo not given) ?
Gal4-VP16 FLuc: -8%; ELG1 DNA repair: inconclusive; TRPV1 ag: 5; ELG1 genotox: -8%; NPC1 promoter act: 0%; BRCA1 expr up: -36%; p53 reactivator: -2%; Tb PFK block: 2%; FLuc modulator: 4%; Rab9 prom act: -2%; RORgamma inh: -36%

Results for O=C(Nc1ccc(Nc2ccccc2)cc1)c1ccccc1F ?
Gal4-VP16 FLuc: -10%; ELG1 DNA repair: inconclusive; TRPV1 ag: 17; ELG1 genotox: inconclusive; NPC1 promoter act: inconclusive; BRCA1 expr up: 1.1µM*; p53 reactivator: -12%; Tb PFK block: 3%; FLuc modulator: 12µM*; Rab9 prom act: inconclusive; RORgamma inh: 24%

How did CC(C)(C)S(=O)(=O)c1ccccc1C(=O)O do in these assays?
Gal4-VP16 FLuc: 1%; ELG1 DNA repair: 2%; TRPV1 ag: 7; ELG1 genotox: 1%; NPC1 promoter act: -3%; BRCA1 expr up: -18%; p53 reactivator: -4%; Tb PFK block: 1%; FLuc modulator: -1%; Rab9 prom act: -1%; RORgamma inh: -13%

What do the screens show for `O=C(COC(=O)C1COc2ccccc2O1)NC(=O)NC1CCCCC1` (stereo not given)?
Gal4-VP16 FLuc: 8%; ELG1 DNA repair: 1%; TRPV1 ag: -3; ELG1 genotox: 0%; NPC1 promoter act: -1%; BRCA1 expr up: 0%; p53 reactivator: 1%; Tb PFK block: -4%; FLuc modulator: 5%; Rab9 prom act: -4%; RORgamma inh: -11%

How did N#Cc1ccc(C23CC4(C2)[C@H](CN(Cc2ccc(-c5ccccc5)cc2)[C@@H]4c2ccccc2)C3c2ccc(C(F)(F)F)cc2)cc1 (stereo not given in full) do in these assays?
Gal4-VP16 FLuc: -6%&-9%; ELG1 DNA repair: -1%; TRPV1 ag: 2; ELG1 genotox: 7%; NPC1 promoter act: -13%; BRCA1 expr up: -9%; p53 reactivator: 0%; Tb PFK block: 0%; FLuc modulator: 6%; Rab9 prom act: -9%; RORgamma inh: -1%&-3%

Results for O=C(c1ccc(Cl)cc1)c1cnc(Nc2ccccc2)s1 ?
Gal4-VP16 FLuc: -12%; ELG1 DNA repair: inconclusive; TRPV1 ag: -1; ELG1 genotox: inconclusive; NPC1 promoter act: inconclusive; BRCA1 expr up: 108%; p53 reactivator: 11%; Tb PFK block: -5%; FLuc modulator: inconclusive; Rab9 prom act: 4µM*; RORgamma inh: -22%

Results for O=C(Nc1ccccc1)c1nc[nH]c1C(=O)NCCNC(=O)c1[nH]cnc1C(=O)Nc1ccccc1 ?
ELG1 DNA repair: 2.3µM*; ELG1 genotox: 2%; BRCA1 expr up: -36%; p53 reactivator: -8%; Tb PFK block: 10%

What do the screens show for `O=C1CCc2cc(S(=O)(=O)NCCCC(=O)N3CCN(Cc4ccc5c(c4)OCO5)CC3)ccc2N1`?
Gal4-VP16 FLuc: 10%; ELG1 DNA repair: inconclusive; TRPV1 ag: -4; ELG1 genotox: -5%; NPC1 promoter act: -2%; BRCA1 expr up: -5%; p53 reactivator: 2%; Tb PFK block: 0%; FLuc modulator: 0%; Rab9 prom act: 5%; RORgamma inh: 6%

How did CCSc1nnc([C@H](Cc2c[nH]c3ccccc23)NC(=O)OC(C)(C)C)o1 do in these assays?
Gal4-VP16 FLuc: 2%; ELG1 DNA repair: 0%; TRPV1 ag: inconclusive; ELG1 genotox: -2%; NPC1 promoter act: 0%; BRCA1 expr up: 0%; p53 reactivator: 10%; Tb PFK block: -5%; FLuc modulator: 2%; Rab9 prom act: -2%; RORgamma inh: inconclusive

Results for CCC(CO)N=CC1=C(O)CC(c2ccccc2)CC1=O (stereo not given) ?
Gal4-VP16 FLuc: 3%; ELG1 DNA repair: -2%; TRPV1 ag: 0; ELG1 genotox: -1%; NPC1 promoter act: -8%; BRCA1 expr up: 8%; Tb PFK block: 0%; FLuc modulator: 1%; Rab9 prom act: -1%; RORgamma inh: -3%

How did Cc1cc(C)n(CC(=O)Nc2ccccc2)n1 do in these assays?
Gal4-VP16 FLuc: -2%; ELG1 DNA repair: 3%; TRPV1 ag: 8; ELG1 genotox: 2%; NPC1 promoter act: -3%; BRCA1 expr up: 13%; p53 reactivator: 0%; Tb PFK block: 0%; FLuc modulator: -1%; Rab9 prom act: -1%; RORgamma inh: -4%
